# Efflux pump mplx: antifungal efflux pump inhibition, Nile Red retention. S. cerevisiae Candida pump triplex. inhibition, % at 10 µM. actives 0.44% (n = 330,000). AID 485275;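 active = plate passing quality check with inhibition over a set limit, or well fluorescence over plate mean plus 4 SD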;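 note: Nile Red retained in pooled yeast measured as flow cytometry median fluorescence; 0% = buffer negative control and 100% = Enniatin B positive control; higher means more Nile Red kept so more efflux inhibition; some compounds called inactive have numbers as strong as hits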
# VLA-4 inh: inhibition in a human VLA-4 binding assay | VLA-4 expressing cells, ligand binding flow cytometry | inhibition, % (about 7 µM as worked out from the volumes in the protocol) | actives 0.2% (n = 330,000); in the data active = inhibition above about 50%
# Target sequence (P13612 whole entry, looked up): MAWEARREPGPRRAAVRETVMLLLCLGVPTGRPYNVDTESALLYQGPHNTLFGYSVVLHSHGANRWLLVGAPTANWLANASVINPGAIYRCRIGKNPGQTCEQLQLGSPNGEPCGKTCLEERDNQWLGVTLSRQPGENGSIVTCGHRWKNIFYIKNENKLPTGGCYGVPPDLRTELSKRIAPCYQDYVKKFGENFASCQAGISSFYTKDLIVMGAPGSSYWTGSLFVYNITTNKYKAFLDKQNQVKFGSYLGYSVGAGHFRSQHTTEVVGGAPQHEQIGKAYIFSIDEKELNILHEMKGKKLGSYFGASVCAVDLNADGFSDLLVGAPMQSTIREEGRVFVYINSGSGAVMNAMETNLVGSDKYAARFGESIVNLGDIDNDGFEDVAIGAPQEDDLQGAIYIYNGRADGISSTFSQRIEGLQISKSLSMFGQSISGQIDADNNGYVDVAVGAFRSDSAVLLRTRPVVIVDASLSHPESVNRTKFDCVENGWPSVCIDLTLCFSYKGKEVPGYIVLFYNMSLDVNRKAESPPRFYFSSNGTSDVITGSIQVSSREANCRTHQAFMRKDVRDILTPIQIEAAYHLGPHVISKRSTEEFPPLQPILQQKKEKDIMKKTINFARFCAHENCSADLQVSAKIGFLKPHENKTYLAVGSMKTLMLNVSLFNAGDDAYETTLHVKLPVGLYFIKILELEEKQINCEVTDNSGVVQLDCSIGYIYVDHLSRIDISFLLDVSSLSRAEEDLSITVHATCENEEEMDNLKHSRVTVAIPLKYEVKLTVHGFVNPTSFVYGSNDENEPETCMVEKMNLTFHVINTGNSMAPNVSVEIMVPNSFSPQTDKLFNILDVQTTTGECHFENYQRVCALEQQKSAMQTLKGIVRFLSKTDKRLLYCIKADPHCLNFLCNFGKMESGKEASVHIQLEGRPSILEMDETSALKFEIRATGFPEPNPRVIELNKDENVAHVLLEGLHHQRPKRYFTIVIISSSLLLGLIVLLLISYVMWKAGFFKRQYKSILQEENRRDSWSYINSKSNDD
# Fam108B inh: Fam108B inhibition, counter-screen for RBBP9 inhibitors; recombinant Fam108B, FP-Rh probe fluorescence polarization; inhibition, % at 9.51 µM; actives 0.33% (n = 300,000); AID 1947;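 active = inhibition above the screen mean inhibition plus 3 SD, computed separately per campaign, cut at about 18% in these data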;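 note: inhibitors lower polarization as less probe binds the enzyme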
# MEX-5 binding: C. elegans MEX-5 TCR-2 RNA binding activity. Q9XUB2. MEX-5/FITC-TCR2 RNA binding, fluorescence polarization; stronger effect = lower value. activity score (negative = inhibition of binding), % at 10 µM. actives 0.38% (n = 300,000);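 active = inhibition past about -25% in most replicates, and total fluorescence under double the plate's negative control median, limit read from the data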;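 note: 0% = DMSO and -100% = 5 µM competing unlabeled TCR2 RNA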
# MCL1-BIM inh: inhibitors of human MCL1 binding to BIM-BH3 peptide | Q07820 | GST-MCL1 / FITC-Bim-BH3 fluorescence polarization | inhibition, % at 10.9 µM | actives 0.68% (n = 320,000) | AID 2057;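 active = inhibition above the mean inhibition of all tested compounds plus 3 SD, set per campaign, cut at about 40% in these data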;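 note: 0% = DMSO wells and 100% = unlabeled Bim-BH3 peptide control; higher means more loss of mP so more displacement of Bim peptide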
# BCLXL inh: Bcl-xL (human) inhibition | Q07817 | GST-Bcl-xL / FITC-Bim BH3 peptide fluorescence polarization | inhibition, % at 10.9 µM | actives 0.7% (n = 320,000) | AID 2129;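 active = inhibition above the mean of all tested compounds plus 3 SD, cutoff set per campaign, cut at about 30% in these data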;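 note: 0% = DMSO wells and 100% = unlabeled Bim-BH3 peptide competitor; inhibitors lower millipolarization by displacing the labeled peptide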
# GRK2 inh: inhibitors of human GRK2 displacing RNA aptamer; P25098; bead flow cytometry, FAM-aptamer displacement from GRK2; inhibition of aptamer binding, % at 10 µM; actives 0.59% (n = 330,000);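 active = inhibition of aptamer binding above 40%, roughly 3 SD of noise, on plates passing a quality check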;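 note: median bead fluorescence of bound FAM aptamer so fluorescent compounds give negative values; no value below 0 was filed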
# PME-1 primary: blocks human protein phosphatase methylesterase 1. actives 0.53% (n = 320,000). Q9Y570. recombinant PME-1, FP-Rh probe fluorescence polarization. inhibition, % at 5.9 µM;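 active = inhibition above the campaign mean of all compounds plus 3 SD, cut at about 26% in these data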;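 note: competitive labeling of PME-1 active site by serine hydrolase directed probe; 0% = PME-1 with DMSO and 100% = wells lacking PME-1 enzyme; inhibitors block probe labeling so polarization falls and inhibition rises; many of its hits are not listed in these tables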
# GLD-1 RNA inh: GLD-1-TGE RNA interaction inhibition (C. elegans); purified GLD-1 + fluorescein TGE RNA, fluorescence polarization; inhibition, % at 5.96 µM; actives 0.44% (n = 320,000); AID 2280;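 active = percent inhibition above a per-plate cutoff, the plate mean of test compounds plus 3 SD, cut at about 30% in these data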;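 note: 0% = DMSO wells with GLD-1 and probe and 100% = wells lacking GLD-1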
# An asterisk follows results filed as active; · = no result given; + = active, no number. These rows are one share of the data; count on the stated rates, not on these rows.
# Order of values – Efflux pump mplx	VLA-4 inh	Fam108B inh	MEX-5 binding	MCL1-BIM inh	BCLXL inh	GRK2 inh	PME-1 primary	GLD-1 RNA inh
1) CCOc1ccc(NC(=O)c2cc3cc4ccc(OC)cc4nc3o2)cc1
    -0.2	19	-4	-3.4	5	2	0	-3	1
2) COC(=O)c1ccccc1S(=O)(=O)N1CCC(C(=O)NC2=NCCS2)CC1
    0.0	5	·	·	-1	1	2	1	0
3) COc1ccc(CCN(C)C2CCCN(C(=O)Cn3cnnn3)C2)cc1OC (stereo not given)
    0.1	10	-4	-2.7	-10	-9	3	7	1
4) CCOc1ccc(NC(=O)C2CCCN(c3c(CC)c(C)nc4ncnn34)C2)cc1 (stereo not given)
    0.4	-28	-2	-0.1	-5	3	0	7	2
5) C=CCSc1nnc(-c2cccnc2)o1
    -0.2	12	2	1.6	-1	7	0	8	2
6) CC1CCN(C(=O)COC(=O)c2nn(C)c(=O)c3ccccc23)CC1
    -0.1	-7	-2	-0.6	2	2	0	5	6
7) Cc1ccc(CNS(=O)(=O)c2c(N)n(C)c(=O)n(C)c2=O)cc1
    0.0	-14	-3	-2.2	-2	3	0	6	4
8) CCc1nc2sc3c(c2c(=O)n1CCO)CCC3
    -0.1	12	-1	1.6	-3	0	3	2	4
9) CCCCCCn1c(C)nc2c(c1=O)c1nc3ccccc3nc1n2/N=C/c1ccco1
    0.4	16	-3	-2.3	7	10	0	-8	-6
10) CN(CC(=O)Nc1cccc(F)c1)C(=O)c1ccc(OCC2CCCO2)cc1 (stereo not given)
    0.2	16	-3	0.4	-2	3	1	0	-2
11) O=C(CC(Nc1ccccc1)c1ccccc1)C1CC1 (stereo not given)
    0.0	11	-3	0.0	-1	1	0	1	1
12) CCc1ccc(N2NC(=O)/C(=C/C=C/c3ccco3)C2=O)cc1
    -0.1	6	2	0.1	11	-1	0	-1	-2
13) Cc1ccccc1NC(=O)C1(C)Cc2ccccc2C(=O)O1 (stereo not given)
    0.1	-6	-4	0.7	5	1	3	-5	-4
14) C/C(=N\N(Cc1ccccc1)c1ccccc1)c1cccnc1
    0.0	8	4	-1.7	0	2	0	9	-1
15) COc1cc(C(C)=O)ccc1OCC(O)CN1CCN(c2ccc(C)c(C)c2)CC1 (stereo not given)
    -0.1	3	-1	1.9	3	0	·	-2	-2
16) Cc1cc(NC(=O)CCCn2ccc([N+](=O)[O-])n2)n(Cc2ccc(F)cc2)n1
    0.1	0	6	-2.0	3	4	0	6	-1
17) CN(CC(=O)NC1CCCCC1)S(=O)(=O)c1cccc2cccnc12
    -0.1	28	-2	-0.2	12	12	0	-45	5
18) O=C(CCn1c(=O)oc2ccccc21)NCc1ccco1
    -0.1	-2	0	-3.6	-8	0	2	1	6
19) O=C(c1ccc2nc(-c3ccccc3)c(-c3ccccc3)nc2c1)N1CCCCC1
    0.0	-20	-2	1.0	2	10	1	0	2
20) Cc1ccc2c(c1)C=CC(C)(C)S2=O (stereo not given)
    0.1	7	-1	0.3	2	0	0	3	5
21) Cc1ccc(-c2csc3nnc(SCc4csc(C)n4)n23)cc1
    -0.3	7	-2	-1.0	4	-1	1	-4	1
22) CC(=O)Nc1nc(C)nc(-c2ccccc2OC(C)=O)n1
    0.1	9	-3	-1.9	9	5	0	-2	3
23) CN(C(=O)COC(=O)/C=C/c1ccc(F)cc1)c1c(N)n(Cc2ccccc2)c(=O)[nH]c1=O
    -0.1	-8	-1	0.9	5	-5	0	2	2
24) c1ccc(CSc2nnc3ccc(-c4ccncc4)nn23)nc1
    0.1	7	2	0.3	2	5	2	-3	0
25) CCO[C@H]1OC(C(=O)NC2CC2)=C[C@@H](c2csc3ccccc23)[C@@H]1CCCO
    0.1	17	2	1.9	3	3	0	-4	0
26) C=CCSc1nnc(NC(=O)CCN2C(=O)C3CC=CCC3C2=O)s1 (stereo not given)
    0.2	-2	·	·	+	85*	0	-1	77*
27) COc1ccccc1NC(=O)CN1CCN(CC(=O)Nc2ccc3c(c2)OCO3)CC1
    0.1	13	-9	·	-1	0	1	-3	-1
28) CCC(C)C(NC(=O)[C@@H](NC(=O)c1ccccc1F)C(C)C)C(=O)OC (stereo not given in full)
    0.0	-8	-2	-0.5	-4	-4	0	-2	-2
29) Cc1nc(-c2ccc(S(=O)(=O)Oc3ccc(Cl)cc3Cl)s2)cs1
    0.0	8	-5	-1.0	4	5	0	-7	-2
30) O=C(Cc1ccc(Cl)cc1)Nc1cc(Cl)ccn1
    0.1	-6	-1	0.4	0	0	1	2	5
31) O=C(NCc1cccnc1)c1cccc(F)c1
    0.2	-6	-2	-1.7	1	6	0	-9	1
32) CC(C)NC(=O)N1CCN(c2ccncc2S(=O)(=O)N2CCOCC2)CC1
    0.2	11	9	3.6	-4	-4	1	-7	2
33) CCCCOc1ccc(C(=O)NNC(=O)C2C3C=CC(C3)C2C(=O)O)cc1 (stereo not given)
    -0.2	-5	2	0.6	5	2	5	-10	-1
34) N#Cc1c(-c2ccco2)cc(-c2ccccn2)nc1N
    0.1	-2	5	-0.3	43*	20	2	-1	23
35) CCOc1ccc(NC(=O)C2CC(=O)N(C)C(=Nc3ccc4c(c3)OCO4)S2)cc1 (stereo not given)
    -0.2	-8	4	-2.6	-9	2	1	-3	7
36) Cc1ccccc1OCC(=O)NNC(=O)c1cc(S(=O)(=O)N(C)C)ccc1N1CCCC1
    0.9	-14	0	0.5	0	8	2	20	1
37) Cc1ccc(-c2nc(SCC(N)=O)c(C#N)c3c2CCCC3)cc1
    -0.3	14	1	-0.8	6	5	2	17	4
38) CC(=O)c1cc2c(cc1N/C(=N/S(=O)(=O)c1ccc(C)cc1)c1ccccc1)OCO2
    0.3	-5	5	-1.0	2	-1	0	3	5
39) Cc1ccc(SCc2cc(=O)n3[nH]c(C)nc3n2)cc1
    -0.2	-5	0	-0.6	2	0	3	4	4
40) CC1CCCC(C)N1C(=O)COC(=O)c1ccc(Br)o1 (stereo not given)
    0.1	29	·	·	·	·	3	·	7
41) O=C(NCc1ccco1)c1cnc2sccn2c1=O
    0.0	1	-1	-0.7	4	3	0	-3	5
42) COc1ccc(Cc2nnc(NC(=O)Nc3ccc(F)cc3)s2)cc1OC
    0.0	1	-4	0.4	-4	-4	0	-15	2
43) Cn1c(=O)c2c(ncn2CC(=O)N/N=C/c2c[nH]c3ccccc23)n(C)c1=O
    0.2	12	-3	0.6	-10	-7	0	2	-1
44) CC(=O)c1c(Nc2ccc3c(c2)OCCO3)oc(C)cc1=O
    0.6	26	-3	-0.1	4	3	2	-1	6
45) COc1ccc(C)cc1NC(=O)CN(C)S(=O)(=O)c1cc(C)ccc1OC
    0.1	17	2	0.2	-6	-1	0	-2	-2
46) COc1cc(C(=O)NCCC(c2ccccc2)c2ccccc2)cc(OC)c1OC
    0.1	6	-1	-0.5	1	3	0	-3	-2
47) CCN(C(=S)NC(=O)C1CC1)c1ccccc1
    -0.3	5	1	0.0	6	7	0	-2	4
48) CN1C(=O)c2ccccc2Sc2ccc(NC(=O)NC3CC3)cc21
    -0.2	-1	-4	-2.6	4	6	0	-2	0
49) CC(C)S(=O)(=O)C/C(N)=N/OC(=O)c1cc(Cl)cc(Cl)c1
    -0.1	-4	4	1.7	9	1	1	1	-7
50) CC(=Nc1ccc2c(c1)nc(CO)n2C)C1=C(O)CC(C)(C)CC1=O
    0.0	12	-4	-0.8	10	-1	0	4	7
51) CC[n+]1c(-c2ccccc2)csc1Nc1c(C)n(C)n(-c2ccccc2)c1=O
    0.0	-1	3	1.9	18	2	0	-1	2
52) CC(C)N(Cc1ccccc1)C(=O)COC(=O)C1CCCCC1
    0.1	8	·	·	·	·	0	·	3
53) CCN(CC(=O)Nc1ccc(NC(C)=O)cc1)C(=O)CCCc1nc2ccccc2s1
    0.3	13	·	·	-1	-3	0	0	3
54) COc1ccc(S(=O)(=O)NCCCCC(=O)O)cc1C(=O)O
    0.0	11	2	-0.3	1	1	0	2	6
55) CCC(=O)Nc1cccc(C(=O)c2ccc(C)c(C)c2)c1
    -0.2	8	1	2.3	13	7	3	3	3
56) S=C(NCc1ccc2[nH]c3c(c2c1)CCCC3)Nc1ccccc1Cl
    -0.1	37	16	1.7	7	-1	1	12	7
57) Cc1cccc(OC(C)C(=O)N2CCc3ccccc3C2)c1 (stereo not given)
    0.0	-10	6	1.1	5	6	0	7	2
58) O=S1(=O)CCN2C(Cc3ccc(SC(F)F)cc3)=CSC2=N1
    0.0	11	-1	2.4	-1	2	0	-6	7
59) CCN(N=O)[C@@H](Cc1ccccc1)CN(N=O)[C@@H](Cc1ccccc1)CN(C)N=O
    0.1	31	-5	1.9	3	7	13	-4	-1
60) CSCC[C@H](NC(=O)c1ccc(Br)o1)c1nnc2ccccn12
    -0.5	1	-6	-1.5	3	6	3	0	2

# The list goes on:
# Order of values – Efflux pump mplx	VLA-4 inh	Fam108B inh	MEX-5 binding	MCL1-BIM inh	BCLXL inh	GRK2 inh	PME-1 primary	GLD-1 RNA inh
61) COCCCNc1cc(C)nc2ccccc12
    0.2	-2	-1	-0.7	4	1	0	-6	9
62) CC(C)(C)NC(=O)C(c1cccs1)N(CC1CCCO1)C(=O)c1ccc(-c2ccccc2)[nH]1 (stereo not given)
    0.2	6	1	2.3	0	4	0	-11	4
63) C/C(=N\Nc1ccc(F)cc1)c1ccc(N2CCOCC2)c(F)c1
    0.0	7	8	-5.4	5	6	2	0	7
64) CN(C(=O)COc1ncnc2sccc12)C1CCCCC1
    -0.1	8	·	·	3	1	2	-3	4
65) Cc1cccc(CCNS(=O)(=O)c2ccc3c(c2)NC(=O)C(C)S3)c1 (stereo not given)
    -0.2	17	4	-1.7	-3	1	2	7	6
66) CCOC(=O)Cn1c(=O)c2c(nc3n2CCS3)n(C)c1=O
    -0.1	-20	7	1.1	-1	4	2	-5	-4
67) O=C(COC(=O)c1ccc([N+](=O)[O-])o1)Nc1ccc(N2CCOCC2)cc1
    0.2	-4	·	·	·	·	0	·	7
68) CC1=NN(C(=O)CCc2ccccc2)C(O)(c2ccncc2)C1 (stereo not given)
    -0.2	-2	0	0.5	9	4	0	-4	1
69) O=C(O)c1ccc(Nc2nc3c(s2)CCCC3)cc1
    0.0	-12	0	-1.9	7	-4	0	8	3
70) O=C(O)c1cnn(-c2nc(-c3cccc(F)c3)cs2)c1C(F)(F)F
    0.1	5	-3	-3.4	1	5	4	-1	1
71) COc1ccc(N2CCN(C(=O)Cc3cccs3)CC2)cc1
    -0.1	5	-4	-3.6	1	2	0	1	0
72) Cc1[nH]c(C)c(S(=O)(=O)N2CCC(C)CC2)c1C(=O)N1CCCC1
    -0.2	25	-1	-0.6	-2	3	3	1	4
73) COc1ccc(C(C)(C)C)cc1NC(=O)CCN1C(=O)NC(C)(C)C1=O
    0.2	-5	·	·	·	·	1	·	4
74) CC(=O)CNc1ccc(S(=O)(=O)N/N=C/c2ccccc2)cc1
    -0.1	-9	-4	-2.5	2	4	2	0	8
75) COC(=O)C1(CCSC)NC(c2ccc(O)c(OC)c2)C2C(=O)N(c3ccc(C)cc3)C(=O)C21 (stereo not given)
    0.1	28	0	-1.4	-4	1	0	2	-2
76) Cc1c(C(=O)N2CCCC2)c(S(=O)(=O)Nc2ccccc2)c(C)n1C
    -0.1	-8	2	1.6	2	0	0	3	-3
77) Cc1cccc(/C=N/n2c(C)cc(C)c(C#N)c2=O)c1
    -0.1	5	4	0.1	2	5	0	10	-2
78) S=C1NCN(CCc2ccccc2)CN1
    0.0	-16	8	-1.2	5	2	2	2	2
